# A549 viability – A549 cytotoxicity, counter-screen for Nrf2 inhibitors | A549 ARE-Fluc cells, CellTiter-Fluor viability, 18-24 h | Potency, µM (top dose mostly 46 µM), without a hit: at the top dose activity change, negative = cytotoxicity, actives largely listed as inhibitors | 390,000 compounds, 0.16% hits | AID 504648; also: potency is read from the fitted curve at half-maximal effect; % is scaled to controls: 0 for no effect and ±100 for the full control effect
#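 A549 ARE_Fluc cells in 5% FBS OPTI-MEM were exposed to compounds in concentration-response for 18-24 h at 37 deg C. Viability was read by CellTiter-Fluor fluorescence (Ex 405/Em 525) after 30 min, before the luciferase read.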
# Nrf2 ARE act – activates Nrf2 signaling. AREc32 ARE-luciferase reporter (MCF7-derived line), luminescence, 24 h. Potency, µM (series often up to 46.1 µM), for the others: top-dose activation, usual class: activators. 410,000 compounds, 0.31% hits; also: potency is read from the fitted curve at half-maximal effect; % of control where 0% means no effect; nearly all actives have a fitted effect of over 65% in size
#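 Luciferase luminescence (Steady-Glo, 30 min at room temperature) served as the read-out of ARE activation in AREc32 cells treated with compounds for 24 hr at 37 deg C.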
# Nrf2 block – blocks Nrf2 signaling; 360,000 compounds, 2.1% hits; AID 504444; A549 ARE-Fluc reporter, luciferase luminescence, 18-24 h; Potency, µM (titrated, usually from 46 µM), without a hit: at the top dose activity change, negative = inhibition, actives largely listed as inhibitors; also: potency is read from the fitted curve at half-maximal effect; % is scaled to controls: 0 for no effect and ±100 for the full control effect; nearly all actives have a fitted effect of over 60% in size
#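 A549 ARE_Fluc cells, 5000/well, 5% FBS OPTI-MEM; compounds in dose-response, 18-24 h at 37 °C/5% CO2; CellTiter-Fluor viability read (Ex 405/Em 525), then BugLite luciferase luminescence = Nrf2 activity.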
# MmCpn inh – M. maripaludis TRiC chaperonin inhibition; purified Mm-Cpn ATPase, ADP Transcreener TR-FRET; Potency, µM (doses to about 76.9 µM), without a hit: at the highest dose activity, negative = inhibition, most hits filed as inhibitors; 330,000 compounds, 0.031% hits; also: potency is read from the fitted curve at half-maximal effect; % is scaled to controls: 0 for no effect and ±100 for the full control effect; nearly all actives have a fitted effect of over 80% in size
#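 ATPase turnover read by TR-FRET ADP competition (Eu cryptate antibody/ADP-d2, 665/590 nm): 10uM ATP final, 25nM Mm-CPN final, 30 min 37degC after 10-min compound preincubation, pH 7.4 Tris/KCl/MgCl2/DTT buffer.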
# EPAC2 ag – EPAC2 (human) agonism | Q8WZA2 | EPAC2 activation, biochemical qHTS; response scale: 100% = 6.5 mM cAMP response | Potency, µM (highest dose often 154 µM), inactives show at the top dose activation, actives largely listed as activators | 360,000 compounds, 0.079% hits; also: potency is read from the fitted curve at half-maximal effect; nearly all actives have a fitted effect of over 50% in size
# Target sequence (Q8WZA2 whole entry, looked up): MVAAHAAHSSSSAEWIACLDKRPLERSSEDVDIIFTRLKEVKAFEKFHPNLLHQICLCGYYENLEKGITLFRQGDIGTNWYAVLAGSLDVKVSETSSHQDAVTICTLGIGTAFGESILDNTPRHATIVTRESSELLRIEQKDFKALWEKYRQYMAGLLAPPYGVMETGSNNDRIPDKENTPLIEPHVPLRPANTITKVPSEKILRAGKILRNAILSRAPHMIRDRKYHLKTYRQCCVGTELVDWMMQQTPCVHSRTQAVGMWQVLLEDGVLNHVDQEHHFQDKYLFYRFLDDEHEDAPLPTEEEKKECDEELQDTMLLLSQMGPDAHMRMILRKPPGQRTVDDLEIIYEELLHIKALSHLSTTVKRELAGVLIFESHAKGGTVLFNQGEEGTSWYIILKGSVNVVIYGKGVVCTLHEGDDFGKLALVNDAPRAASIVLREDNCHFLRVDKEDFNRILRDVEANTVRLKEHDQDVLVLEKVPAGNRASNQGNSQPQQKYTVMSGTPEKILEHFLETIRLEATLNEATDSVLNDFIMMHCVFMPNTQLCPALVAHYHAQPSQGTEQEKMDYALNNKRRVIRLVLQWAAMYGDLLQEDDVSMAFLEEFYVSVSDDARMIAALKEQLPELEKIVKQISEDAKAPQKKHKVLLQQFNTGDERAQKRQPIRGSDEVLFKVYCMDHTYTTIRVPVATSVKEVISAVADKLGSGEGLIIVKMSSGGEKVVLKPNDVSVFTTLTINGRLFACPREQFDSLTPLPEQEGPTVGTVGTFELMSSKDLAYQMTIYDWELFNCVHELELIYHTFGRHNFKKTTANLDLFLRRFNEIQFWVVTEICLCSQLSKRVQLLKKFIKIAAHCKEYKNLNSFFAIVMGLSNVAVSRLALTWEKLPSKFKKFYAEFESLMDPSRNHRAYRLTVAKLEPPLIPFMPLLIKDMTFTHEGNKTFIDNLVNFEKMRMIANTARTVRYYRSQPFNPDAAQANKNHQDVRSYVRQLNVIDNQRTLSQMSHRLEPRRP
#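 Compounds were titrated in qHTS against a Rap1B-BODIPY-GDP (250 nM) complex with EPAC2 (100 nM) and GDP (50 uM). BODIPY-GDP release tracked at 480/540 nm over 30 min at room temperature, normalized to 6.5 mM cAMP.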
# Akt phos inh – blocks phosphorylation of Akt; AID 651550; activity change, % for hits at 50 µM; Neuro2A IGF-stimulated pAkt S473 HTRF, 20 min; stronger effect = lower value; 360,000 compounds, 0.32% hits; in the data active = activity change below about -80%; inconclusive = mostly about -51% to -80%; also: % is scaled to controls: 0 for no effect and ±100 for the full control effect
#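 Neuro2A cells in DMEM with 0.5% FBS, overnight at 37 deg C, given compound at single 50 µM final, then IGF (6 nM final) for 20 min at 37 deg C. Lysed; phospho-Akt Ser473 by HTRF after 24 h, 665/615 ratio.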
# EPAC2 antagonist – blocks human EPAC2 exchange factor. Q8WZA2. EPAC2 GEF exchange of Rap1B-BODIPY-GDP, fluorescence. Potency, µM (top dose mostly 114 µM), for the others: top-dose activity, negative = inhibition, hits mostly inhibitors. 360,000 compounds, 0.18% hits. AID 720708; also: potency is read from the fitted curve at half-maximal effect; % is scaled to controls: 0 for no effect and ±100 for the full control effect; nearly all actives have a fitted effect of over 45% in size; many of its hits are not listed in these tables
# TGFb inhibitor – blocks TGF-b signaling | Potency, µM (series often up to 46.1 µM), for inactives: at the highest dose activity, negative = inhibition, usual class: inhibitors | HepG2 CAGA-GFP TGF-b/SMAD3 reporter, GFP fluorescence, 18 h; TGF-beta stimulated, 500 pg/mL final | AID 588855 | 410,000 compounds, 1.2% hits; also: potency is read from the fitted curve at half-maximal effect; % is scaled to controls: 0 for no effect and ±100 for the full control effect; nearly all actives have a fitted effect of over 65% in size
#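 Smad-responsive CAGA-GFP expression was quantified in HEPG2 cells exposed to compounds and 500 pg/mL final TGF-beta for 18 h at 37 degrees C; unstimulated wells defined full inhibition.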
# CCT modulator – modulators of cytosolic chaperonin (CCT/TRiC) activity. activity change, % (concentration not given with the values), hits read low. purified chaperonin ATPase assay, HTRF ADP detection, 30 min. 360,000 compounds, 0.3% hits; in the data active = activity change below about -30%; also: % is scaled to controls: 0 for no effect and ±100 for the full control effect
#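 We incubate TRiC, 40 or 20 nM final, with library compounds at 76 uM and 10 uM ATP for 30 min at 37 °C. ADP formed is detected with Transcreener HTRF reagents after 30 min at room temperature.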
# Active calls of the source: *; i = inactive; ? = inconclusive; nt = no result given; [ ] = dose if it differs, or a comment. Unless noted, calls follow the shape of the dose curve; as a rule, active = well fitted curve in the direction sought with a large enough effect; inconclusive = small, poorly fitted or top-dose-only effect, or another doubt; inactive = no such curve, though single readings can be large; an effect the other way counts as inactive or inconclusive. An excerpt. The share of hits here may be higher or lower than overall.
SMILES,A549 viability,Nrf2 ARE act,Nrf2 block,MmCpn inh,EPAC2 ag,Akt phos inh,EPAC2 antagonist,TGFb inhibitor,CCT modulator
CC1=NN(c2cc(Cl)c(S(=O)(=O)O)cc2Cl)C(=O)C1,2.8%,0.2%,1.0%,nt,9.8%,i,-4.2%,-5.6%,0.2
Cc1ccc(C)c(NC(=O)C2CC3CCC2C3)c1 (stereo not given),-4.6%,-0.7%,1.2%,-0.4%,7.4%,i,-8.7%,1.3%,-1.7
Cc1nc2cc(F)ccc2n1C1CCN(S(=O)(=O)c2ccccc2)CC1,-2.5%,-0.2%,?,-1.4%,1.2%,i,-2.3%,-11.9%,-1.2
CC1CCCN(C(=O)CSc2cnc3ccccc3n2)C1 (stereo not given),-4.9%,3.9%,?,-8.0%,-2.1%,i,9.9%,-0.8%,-1.7
CSc1ccccc1NC(=O)C1=CC(c2cccs2)=NS(=O)(=O)N1C,-3.3%,24.5%,1.7%,1.8%,8.6%,i,5.6%,0.0%,-0.6
COc1ccc(C(=O)Nc2c(C)csc2C(=O)O)cc1,0.8%,-1.0%,1.0%,-7.5%,3.7%,i,11.4%,5.4%,-1.1
O=C(COc1ccc(F)cc1)Nc1ccc2nc(SCC(=O)N3CCc4ccccc43)sc2c1,1.4%,3.5%,1.3%,nt,nt,nt,nt,-15.4%,nt
COc1ccc(C(=O)c2coc3ccc(O)c(CN(C)C)c23)cc1,7.6%,6.2%,25.5%,-0.7%,-2.3%,i,-21.6%,5.3%,-0.6
COc1ccc(S(=O)(=O)N(C)C)cc1NC(=O)COC(=O)C1CC1,1.6%,-0.1%,10.8%,1.7%,5.7%,i,20.0%,11.8%,0.1
Cc1ccc(Cn2c(NC(=O)c3ccco3)nc3ccccc32)cc1,-0.4%,4.6%,nt,1.3%,-1.0%,i,-2.1%,-2.1%,-0.8
COCCn1c(SCc2cccnc2)nnc1-c1c[nH]c2ccccc12,12.0%,0.2%,9.1%,0.7%,8.6%,i,-3.5%,0.3%,-1.8
COc1ccc(CN(C)C(=O)c2ccc(NS(=O)(=O)c3ccc(C)c([N+](=O)[O-])c3)cc2)c(OC)c1OC,0.0%,2.9%,?,-0.4%,6.1%,i,-10.6%,?,-4.8
Cc1ccc(CN(CC(=O)N/N=C/c2ccco2)S(=O)(=O)c2ccc(C)cc2)cc1,-9.8%,3.3%,?,1.8%,10.2%,i,-11.0%,8.2%,-4.1
COc1ccc(-c2nc3cc(C(C)C)ccc3o2)cc1NC(=O)COc1ccc(C)cc1C,0.4%,0.0%,?,nt,nt,nt,nt,-4.3%,nt
CCC(C)n1c(SCC(=O)Nc2ccccc2C(F)(F)F)nc2ccsc2c1=O (stereo not given),-22.7%,-0.2%,?,0.5%,4.9%,i,1.8%,-24.0%,2.8

# The list goes on; it opens with the 4 that closed the last part.
SMILES,A549 viability,Nrf2 ARE act,Nrf2 block,MmCpn inh,EPAC2 ag,Akt phos inh,EPAC2 antagonist,TGFb inhibitor,CCT modulator
COc1ccc(CN(C)C(=O)c2ccc(NS(=O)(=O)c3ccc(C)c([N+](=O)[O-])c3)cc2)c(OC)c1OC,0.0%,2.9%,?,-0.4%,6.1%,i,-10.6%,?,-4.8
Cc1ccc(CN(CC(=O)N/N=C/c2ccco2)S(=O)(=O)c2ccc(C)cc2)cc1,-9.8%,3.3%,?,1.8%,10.2%,i,-11.0%,8.2%,-4.1
COc1ccc(-c2nc3cc(C(C)C)ccc3o2)cc1NC(=O)COc1ccc(C)cc1C,0.4%,0.0%,?,nt,nt,nt,nt,-4.3%,nt
CCC(C)n1c(SCC(=O)Nc2ccccc2C(F)(F)F)nc2ccsc2c1=O (stereo not given),-22.7%,-0.2%,?,0.5%,4.9%,i,1.8%,-24.0%,2.8
O=C(CSc1ncnc2nc[nH]c12)Nc1nnc(SCc2ccc(Cl)c(Cl)c2)s1,7.6%,-0.3%,-20.7%,-1.1%,0.3%,i,2.0%,-29.3%,2.1
Cn1c(=O)oc2cc(S(=O)(=O)NCCN3CCN(c4ccccc4F)CC3)ccc21,-1.2%,-0.7%,14.2%,1.2%,10.2%,i,-3.0%,-2.6%,-1.0
COc1ccc(C(=O)Nc2nc3ccc(S(C)(=O)=O)cc3s2)cc1OC,-8.7%,3.5%,?,-3.3%,-0.4%,i,1.4%,5.2%,0.4
CNC(=O)CCCN1C(=O)c2ccccc2Sc2ncccc21,-0.9%,-0.2%,2.3%,0.2%,9.5%,i,0.4%,4.1%,0.5
Cc1nn(CCC(=O)N2CCN(S(=O)(=O)c3ccc(Cl)cc3)CC2)c(C)c1C,2.0%,0.3%,-13.6%,-3.4%,3.0%,i,-3.2%,8.7%,0.0
CCN1CCN(CCCNC(=O)c2ccc3c(Cl)c4c(nc3c2)CCCC4)CC1,?,7.2%,-29.5%,1.4%,5.3%,i,-2.4%,?,-4.4
COc1cc(C2CC(=O)N3CN(Cc4ccccc4)CSC3=C2C#N)ccc1OCc1ccccc1 (stereo not given),-1.9%,1.0%,?,-9.9%,19.6%,i,-3.1%,-19.6%,-1.1
COc1ccc(C(=O)Nc2cc(C)c3c(=O)oc4ccccc4c3n2)cc1,4.7%,27.3%,11.2%,-20.3%,-14.2%,i,-12.0%,0.2%,1.5
CCCC1NC(=O)c2cccnc2-n2c1nc1ccccc1c2=O (stereo not given),nt,-0.9%,nt,nt,0.8%,i,6.7%,-2.5%,0.2
Cc1ccc(S(=O)(=O)Oc2ccc(N3C(=O)C4C5CCC(C5)C4C3=O)cc2)cc1 (stereo not given),1.4%,2.1%[9.22 µM],?,1.3%,7.3%,i,11.8%,-3.0%,-2.4
COc1ccc(Cl)cc1NC(=O)Cn1c(=O)n2nc(C)nc2c2ccccc21,1.4%,2.6%,-10.2%,-1.1%,5.4%,i,7.4%,-1.8%,-0.7
COc1ccc(CCN(C)C2CCCN(S(=O)(=O)c3ccccc3)C2)cc1OC (stereo not given),-13.9%,0.1%,10.7%,-5.3%,0.3%,i,0.0%,-17.1%,0.6
Cc1nc(CNS(=O)(=O)c2ccc3c(c2)OCCO3)cs1,-1.4%,-0.3%,?,0.1%,7.6%,i,-3.7%,?,1.0
C/C(=N\N1CCN(C)CC1)c1ccc(Cl)c(Cl)c1,-4.6%,-0.3%,-4.7%,0.4%,2.5%,i,7.2%,8.6%,-0.8
CC[C@]12c3[nH]c4ccc(OC)cc4c3CCN1C(=O)C(CC(=O)NCc1cccc(C(F)(F)F)c1)C[C@@H]2C(=O)N1CCN(C(=O)c2ccco2)CC1 (stereo not given in full),-5.5%,6.0%,5.5%,-0.6%,-2.3%,i,-7.6%,?,0.4
CCCNC(=O)COC(=O)/C=C/c1ccco1,-1.0%,3.8%,11.6%,0.7%,-6.0%,i,9.1%,?,-0.4
NC(=O)c1ccc(NC(=O)c2cncn2-c2ccccc2)cc1,2.0%,0.1%,-0.1%,-2.1%,4.7%,i,-2.3%,-5.1%,1.3
Cc1onc(-c2ccccc2)c1C(=O)OCc1nnc(-c2ccccc2)o1,1.8%,0.0%,2.3%,2.4%,5.7%,i,-10.3%,2.2%,-1.7
COc1ccccc1OCC(=O)NNC(=O)c1cnccn1,-3.8%,0.0%,9.9%,0.1%,-4.5%,i,-3.1%,0.0%,-3.6
COCCn1c(=NC(=O)c2ccc(S(=O)(=O)N3CCOCC3)cc2)sc2cc(S(N)(=O)=O)ccc21,-3.0%,0.1%,16.1%,-1.1%,-1.8%,i,3.9%,0.0%,0.0
CC(C)CCN1CCC(CN2C(=O)C(=O)NC[C@@H]2Cc2ccccc2)CC1,-0.3%,-1.0%,8.6%,nt,6.4%,i,-3.8%,-7.7%,0.4
CN1CCN(CCCN(Cc2cccs2)C(=S)Nc2ccc(Cl)cc2)CC1,0.5%,6.6%,15.5%,-0.2%,6.8%,i,21.2%,-4.8%,-5.1
CCOc1ncccc1C(=O)OCC(=O)Nc1cc(S(=O)(=O)N2CCCCC2)ccc1Cl,0.0%,2.8%,2.9%,nt,7.2%,i,0.2%,?,-3.4
COc1ccc2c(c1)sc(=N)n2C,-3.0%,0.1%,6.2%,2.9%,-3.1%,i,2.3%,19.6%,-3.4
COc1ccccc1NC(=O)CSc1nc2c(sc3ccccc32)c(=O)n1CCN(C)C,0.5%,?,8.2%,0.5%,-0.5%,i,8.0%,-10.2%,-5.8
COc1ccc(-c2nc(-c3cccc(C)c3)nc(N3CCN(C)CC3)c2C#N)cc1,7.2%,0.3%,nt,0.1%,-18.3%,i,-1.0%,8.3%,-1.1
Fc1ccccc1/C=N/N1CCN(Cc2ccccc2Cl)CC1,10.2%,2.6%,?,-1.1%,10.3%,i,6.9%,-18.7%,-3.9
O=C(Nc1ccc(Br)cc1)C1C2C=CC3(O2)C1C(=O)N(CCN1CCCCC1)C3C(=O)NC1CCCCC1 (stereo not given),-9.9%,3.0%,8.6%,3.2%,10.7%,i,-5.2%,1.8%,-1.9
Cn1ccnc1SCC(=O)c1ccc(Br)cc1,-5.8%,7.1%,?,-1.5%,2.1%,i,11.6%,0.2%,2.2
CCOC(=O)c1c(NC(=O)COC(=O)CNC(=O)c2ccco2)sc(C(C)=O)c1C,-4.6%,2.5%,15.5%,?,-2.6%,i,-12.5%,18.9%,-2.1
CN1C(=O)CC(N2CCN(c3ccccn3)CC2)C1=O (stereo not given),3.4%,-0.6%,-7.8%,2.4%,-5.1%,i,11.0%,0.0%,0.6

# Screening results deposited in PubChem by National Center for Advancing Translational Sciences (NCATS).
